High-throughput results deposited in PubChem by several laboratories.
Ins promoter up – MIN6 insulin promoter up-regulation; hit rate 0.3% among 190,000; MIN6 insulin promoter-GFP reporter, high-content imaging; stronger effect = higher value; z-score at 5 µM;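 active means z-score above 3 at 5 µM with at least 500 cells counted in the well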
XIAP antagonists – small molecules displacing peptide from XIAP – biochemical, IAP family, fluorescence polarization (AID 1018); XIAP BIR domain, fluorescence polarization peptide displacement; higher % means a stronger effect; hit rate 0.007% among 200,000; displacement, % at 20 µM; hits with a dose series show IC50 in µM; in the data active means displacement above about 50%; further: a part of the inactive calls stands beside numbers as strong as those of hits
Autophagy HCS – autophagy modulation, high-content screen; MEF GFP-LC3 puncta imaging; test concentration mostly 10 µM; calls only at 10 µM (by protocol); hit rate 0.98% among 190,000; AID 463193;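 active means percentage of spot-positive cells more than 3 SD above its plate mean, without a fluorescence outlier flag or 80% toxicity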;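 further: spot-positive cell cutoff set from DMSO-treated cells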
WT yeast gro inh – growth inhibition of WT yeast, mitochondrial fusion screen. inhibition, % at 10 µM. AID 1362. hit rate 2.1% among 190,000. mitochondrial fusion phenotypic screen, WT strain; in the data active means inhibition above about 58%; tested in S. cerevisiae
Hep lipid drop – hepatic lipid droplet formation modulation | AID 1656 | hit rate 0.4% among 240,000 | inhibition, % at 6.5 µM | AML12 mouse hepatocytes, oleate lipid droplets, BODIPY imaging;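 active means lipid droplet intensity inhibited by at least 50%, with more than 500 cells counted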
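Assay system: AML12 mouse liver cells | Compound dosing: One dose, 6.5 µM compound | Read-out basis: Droplet intensity reduction, % inhibition | Measured by: Fluorescence imaging, 20x objective, two fields per well | Schedule: Overnight treatment with compound plus oleate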
Dynein transport – dynein cargo transport inhibition | z-score, hits read low | hit rate 0.47% among 220,000 | 3617.4 mouse cells, GR-EGFP nuclear translocation imaging; test concentration mostly 20 µM; stimulated with dexamethasone, 1 µM; stronger effect = lower value;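 active means plate z-score of nuclear minus cytoplasmic receptor signal below a set negative limit, without overly bright fluorescence or cell loss, cut at about -3.5 in these data, passing the limit was not always enough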;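 further: z-score of nuclear minus cytoplasmic ring GR-EGFP intensity difference per well; some compounds called inactive have numbers as strong as hits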
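Buffer or medium: tet-free medium with charcoal-stripped serum / Also added: dexamethasone agonist, 1.0 µM final, for 30 min / Timing: induction 48 h, compound 1 h, agonist 30 min / Measured by: high-content fluorescence imaging after fixation / Read-out: nuclear-to-cytoplasmic GR-EGFP distribution per well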
b-catenin transl – beta-catenin nuclear translocation modulation; HeLa beta-catenin nuclear translocation, immunofluorescence imaging; nuclear translocation activity, % at 5 µM; hit rate 0.3% among 190,000; AID 1665;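 active means nuclear translocation activity above 50% at 5 µM, with a well cell count of 50 or more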;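 further: per-cell ratio of nuclear to cytoplasmic median beta-catenin stain intensity; plate controls were DMSO negative control for no effect and GSK-3 inhibitor IX positive control for full effect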
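Technique: fluorescence imaging of beta-catenin antibody stain plus DAPI / Material: human HeLa cell line / Incubation: compound treatment 24 h, 37°C, 5% CO2 / Read-out basis: % activation of per-cell nuclear versus cytoplasmic median beta-catenin signal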
CSM14.1 death rescue – protection against thapsigargin-triggered cell killing – 384-well, CSM14.1, ATP luminescence, primary screen (AID 1222); CSM14.1 thapsigargin-induced death rescue, ATP luminescence; higher % means a stronger effect; cellular ATP content (survival), % at 20 µM; hits with a dose series show EC50 in µM; 190,000 tested, under 10 active;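 active means EC50 below 50 µM in the dose-response confirmation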;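 further: death triggered by thapsigargin at about 15 µM added after 2 h compound pretreatment; cell ATP read after overnight thapsigargin exposure of roughly 18 to 22 hours; normalized against plate controls of thapsigargin alone and 5% DMSO vehicle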
MT stabilizer – microtubule stabilizers in HeLa cells | HeLa tubulin immunostaining HCS, 24 h; share of cells brighter than vehicle mean+2SD | % tubulin-high responders, % at 10 µM | hit rate 0.83% among 200,000 | AID 2205;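 active means plate Z-score above 3 for both tubulin-high and condensed-nucleus cell shares, with cell loss under 80%, at 10 µM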;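 further: anti alpha tubulin signal scored within the nucleus-defined area of each cell; some results filed as inactive read as strong as hits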
WT yeast gro inh mutant strain – recorded beside WT yeast gro inh, whose call it bears; inhibition, %; mitochondrial fusion phenotypic screen, mutant strain inhibition
Dynein transport cytoplasmic EGFP – second read-out of Dynein transport, no call of its own (marks repeat the call); z-score; measured here: cytoplasmic GR-EGFP intensity; stronger effect = higher value
Dynein transport nuclear GR-EGFP – second read-out of Dynein transport, no call of its own (marks repeat the call); z-score; measured here: nuclear GR-EGFP intensity;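 lower value marks the stronger effect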
Dynein transport cell count – second read-out of Dynein transport, no call of its own (marks repeat the call); z-score; measured here: cell count per field
Ins promoter up cell count – second read-out of Ins promoter up, no call of its own (marks repeat the call); cell count; measured here: cytotoxicity, nuclei count;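 total cells summed across four imaged fields per well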
Hep lipid drop cells 6.5 µM – recorded beside Hep lipid drop, whose call it bears; cell count; measured here: cell count, cytotoxicity flag;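 cells counted across two imaged fields per well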
b-catenin transl cell count 5 µM – also measured in b-catenin transl; calls as there; cell count; measured here: cell count, cytotoxicity flag
MT stabilizer Hoechst-high % – recorded beside MT stabilizer, whose call it bears; % Hoechst-high responders; measured here: nuclear condensation Hoechst responders;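 share of cells brighter than vehicle mean plus two SD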
MT stabilizer cytotoxicity % – further read-out of MT stabilizer, marked with its call; toxicity, %; measured here: cytotoxicity by cell density;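 0% = mean cell density of plate MIN control wells and 100% = no cells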
Autophagy HCS cell loss 18 h – further read-out of Autophagy HCS, marked with its call; toxicity, %; measured here: cell loss, nuclei count;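 cell loss after 18 h compound exposure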
* marks the source's active call; other numbers are inactive results; i = inactive; . = not tested or not shown.

SMILES | Ins promoter up | Ins promoter up cell count | XIAP antagonists | Autophagy HCS | Autophagy HCS cell loss 18 h | WT yeast gro inh | WT yeast gro inh mutant strain | Hep lipid drop | Hep lipid drop cells 6.5 µM | Dynein transport | Dynein transport cytoplasmic EGFP | Dynein transport nuclear GR-EGFP | Dynein transport cell count | b-catenin transl | b-catenin transl cell count 5 µM | CSM14.1 death rescue | MT stabilizer | MT stabilizer Hoechst-high % | MT stabilizer cytotoxicity %
CCOc1ccc(NC(=S)N2CCn3c(nc4ccccc43)C2)cc1 | -0.32 | 1312 | -2.2% | i | 12 | -2 | 8 | 31 | 689 | 1.6 | -0.35 | 0.97 | -0.3 | -3.6 | 1058 | . | 4.8 | 2.6 | 6.5
Cn1c(CSCc2ccc(Cl)c(Cl)c2)n[nH]c1=S | 0.06 | 1260 | -5.3% | i | -3 | 9 | 4 | 30 | 740 | 1.2 | -0.27 | 0.67 | 0.062 | -0.7 | 990 | -6.9% | 3.0 | 2.8 | 6.1
O=C(CSCc1nc2c(nnn2Cc2ccc(F)cc2)c(=O)[nH]1)Nc1cccc(C(F)(F)F)c1 | . | . | -7.3% | i | -5 | -3 | -2 | -34 | 698 | -0.89 | -0.17 | -0.41 | 1.7 | -0.1 | 1531 | -0.5% | 2.5 | 1.0 | 6.4
CCOC(=O)c1oc2cc(O)c(CC)cc2c(=O)c1-c1ccc2c(c1)OCCO2 | 0.07 | 2040 | -15% | i | -4 | 8 | -11 | -2 | 604 | 1.9 | -0.16 | 1.2 | -1.2 | -2.3 | 1157 | -1.8% | 2.6 | 2.4 | 14
CC(C)CN(Cc1cc(=O)oc2cc(-c3ccccc3)c(O)cc12)CC(C)C | -1.1 | 937 | . | . | . | . | . | -15 | 735 | 0.36 | -0.22 | 0.17 | -0.077 | 3.8 | 1199 | . | . | . | .
Cc1cc(=O)[nH]c(SCc2nc3ccccc3n2Cc2ccccc2)n1 | 0.12 | 1579 | -3.7% | i | 2 | 18 | 14 | . | . | -0.36 | -0.32 | -0.079 | 0.2 | -3.9 | 1335 | -2.6% | 6.4 | 4.4 | 7.9
Cc1ccc(-c2nc(NC(=O)c3ccc(S(=O)(=O)N(CCC#N)CCC#N)cc3)sc2-c2ccccc2)cc1 | 0.08 | 974 | -2.5% | i | 15 | -6 | -13 | 40 | 553 | -0.2 | -0.28 | -0.46 | 0.3 | 0.6 | 1013 | 12% | 6.4 | 10 | 4.9
O=C(O)c1ccc(/C=N/Nc2ccc(C(F)(F)F)cn2)cc1 | -0.43 | 1633 | -4.6% | i | -8 | 6 | -12 | -17 | 661 | 0.4 | -0.21 | 0.29 | 0.092 | -0.9 | 1122 | 0.2% | 4.2 | 3.4 | 0.0
Cc1ccc(/C=c2\sc3nc(-c4ccccc4Br)nn3c2=O)o1 | 0.72 | 1214 | -12% | i | -4 | 9 | 9 | 2 | 759 | -0.41 | -0.014 | 0.029 | -0.22 | -0.3 | 962 | -0.4% | 3.8 | 2.3 | 11
COCCn1c(CN2CCN(c3ccc(OC)cc3)CC2)nc2c1c(=O)n(C)c(=O)n2C | -7.6 | 789 | -0.7% | i | -24 | -12 | -18 | . | . | 0.44 | -0.15 | 0.87 | -1.2 | -6.6 | 1005 | -0.5% | 2.2 | 3.5 | 15
COc1cccc(NC(=O)Cn2cc(C#N)c3ccccc32)c1 | . | . | 0.1% | i | -3 | -16 | 1 | -3 | 701 | -0.14 | -0.15 | 0.33 | -1 | -3.8 | 1225 | 0.8% | 3.9 | 2.0 | 2.3
S=C(NCc1ccco1)N1CCN(c2nc(-c3ccc(Cl)cc3)cs2)CC1 | -1.3 | 916 | -4.2% | i | 11 | 49 | 20 | -8 | 751 | -0.65 | -0.29 | -0.23 | 0.7 | 0.5 | 1114 | 1.4% | 2.2 | 3.2 | 5.4
CCOCCOC(=O)c1cccc(NC(=O)OCC)c1 | 1.6 | 878 | 0.1% | i | -11 | . | . | . | . | -0.39 | -0.18 | -0.18 | 0.66 | 0.3 | 1367 | -0.1% | 2.5 | 2.3 | 2.4
CCN(CC)S(=O)(=O)c1ccc(C(=O)NCc2n[nH]c(=S)n2-c2ccc(Cl)c(Cl)c2)cc1 | 0.7 | 1235 | -12% | i | -11 | 1 | -11 | 3 | 701 | -0.81 | -0.24 | -0.38 | 0.92 | -0.7 | 1151 | 1.1% | 4.4 | 1.7 | 4.3
COc1cccc(N(C(=O)C2CSC(=O)C2)C(C(=O)NC(C)(C)C)c2ccncc2)c1 (stereo not drawn) | . | . | -9.3% | i | 20 | -7 | 10 | -6 | 735 | -1.1 | -0.051 | -0.33 | 0.64 | -1.7 | 991 | -0.7% | 1.8 | 1.8 | 7.7
Cc1c(CN2CCCCC2)c(O)n(CCO)c(=O)c1C#N | 0.55 | 1489 | -11% | i | -18 | -3 | -8 | 0 | 702 | 1.6 | -0.25 | 1.1 | -1.3 | -0.9 | 1512 | -1.1% | 2.7 | 1.3 | 12
C=CCn1c(=O)c2ccccc2n2c(SCC(N)=O)nnc12 | 0.27 | 1461 | 0.4% | i | -16 | 8 | -3 | . | . | 0.39 | 0.13 | 1.2 | -3.7 | 0.8 | 1302 | -1.0% | 2.0 | 1.4 | 4.5
CN1CCN(/C(=N\S(=O)(=O)c2ccc(F)cc2)c2ccccc2)CC1 | -0.93 | 1191 | -1.1% | i | 5 | 0 | 16 | 5 | 807 | -0.65 | -0.22 | -0.52 | 0.29 | -6.1 | 1260 | -1.5% | 2.0 | 0.6 | 26
COc1ccc(-c2cc(C(=O)Nc3ccccc3F)on2)cc1 | 0.4 | 1149 | -2.0% | i | 21 | 13 | 31 | -18 | 693 | -1.5 | -0.21 | -1 | 0.99 | 0.7 | 1100 | 1.1% | 2.4 | 2.3 | 2.8
CC1CCC(NC(=O)C2CCC(CNc3c(N4CCCCC4)c(=O)c3=O)CC2)CC1 (stereo not drawn) | -0.43 | 1046 | . | . | . | . | . | -2 | 680 | -0.71 | -0.028 | -0.0047 | 0.59 | 0.4 | 1280 | . | . | . | .
C[N+]1(CC(=O)OCCCc2ccccc2)CCCC1 | . | . | -9.6% | i | 20 | 8 | 4 | 9 | 556 | -0.46 | 0.037 | 0.0082 | 0.71 | 0.9 | 883 | -4.0% | 3.2 | 1.3 | 3.5
Cc1ccc(NC(=O)c2ccc(CSc3ccccn3)cc2)c(O)c1 | 0.11 | 1425 | . | . | . | . | . | -4 | 660 | 0.88 | -0.25 | 0.42 | -0.34 | -0.7 | 1133 | . | . | . | .
COc1ccccc1CN1C(=O)C2CC=CCC2C1=O (stereo not drawn) | -0.19 | 1396 | -6.1% | i | -2 | 4 | 4 | . | . | -0.5 | -0.14 | -0.21 | 0.5 | 2.7 | 1408 | -0.8% | 4.5 | 3.7 | 7.5
Nc1c(C(O)(C(F)(F)F)C(F)(F)F)ccc2ccccc12 | . | . | -4.4% | i | -7 | 0 | 4 | -18 | 707 | -0.68 | -0.39 | -0.23 | -0.23 | -4.4 | 1224 | -2.4% | 2.4 | 2.0 | 9.6
Cc1onc(-c2c(F)cccc2Cl)c1-c1nnc(-c2cccc3ccccc23)o1 | -0.14 | 1146 | . | . | . | . | . | 7 | 699 | 1.1 | -0.27 | 0.45 | -0.19 | -0.1 | 1328 | . | . | . | .
COc1cccc(-c2nn3c(-c4cc(C)[nH]n4)nnc3s2)c1 | 0.96 | 1031 | -2.0% | i | -12 | -9 | 6 | . | . | -0.9 | -0.35 | -0.28 | 0.27 | 0.6 | 1207 | -1.2% | 4.4 | 2.9 | 4.2
Cc1nc2ccccc2n1CCc1nc2c3ccccc3nc(SCC#N)n2n1 | -0.29 | 1456 | -0.8% | i | -4 | -5 | -21 | . | . | -1.6 | -0.17 | -0.68 | 0.66 | 8.3 | 1350 | -0.4% | 2.0 | 1.9 | 3.0
COC(=O)C(CC(C)C)NC(=O)C(Cc1ccccc1)NC(=O)C1CCCN1C(=O)OC(C)(C)C (stereo not drawn) | -0.23 | 1522 | -3.8% | i | 0 | -36 | -30 | 0 | 723 | 0.88 | -0.32 | 0.92 | -0.21 | -0.2 | 1080 | 3.9% | 1.8 | 0.9 | 11
C1=C(CCNCC2CCCCC2)CCCC1 | 1.2 | 997 | -7.1% | i | 36 | -27 | -7 | -74 | 398 | 0.12 | -0.27 | 0.51 | 0.8 | -2.8 | 1023 | -3.3% | 2.2 | 2.2 | 7.1
CCCCC(=O)Nc1ccc(NC(=O)c2ccc([N+](=O)[O-])cc2)cc1OC | -0.1 | 1259 | -1.9% | i | 14 | 5 | -12 | 28 | 715 | -0.97 | 0.06 | -0.75 | 1.1 | 0.4 | 505 | 0.2% | 3.2 | 2.1 | 8.4
CCOC(=O)c1c(C)nc2cc(C)ccn12 | . | . | -4.7% | i | -5 | 1 | 0 | . | . | -0.47 | -0.23 | -0.028 | 0.59 | 1.2 | 1187 | 0.9% | 5.5 | 1.8 | 7.4
